# Source: PubChem
# PG9 binder: small molecules binding HIV-1 gp120 antibody PG9 | TR-FRET gp120-PG9 antibody binding | inhibition, % at 6.7 µM | hit rate 0.43% among 360,000; in the data active means inhibition above about 8.5%
# Rev-erbA mod: Rev-erb alpha (human) modulation; hit rate 0.79% among 370,000; Rev-erbα–FITC-DNA binding, fluorescence polarization, 90 min; activity, % at 10 µM; P20393;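 active means activity above about 14%, limit read from the data; passing the limit was not always enough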;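 further: 0% = DMSO wells with 35 nM protein and 100% = DMSO wells with 750 nM protein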
# Target sequence (P20393 whole entry, looked up): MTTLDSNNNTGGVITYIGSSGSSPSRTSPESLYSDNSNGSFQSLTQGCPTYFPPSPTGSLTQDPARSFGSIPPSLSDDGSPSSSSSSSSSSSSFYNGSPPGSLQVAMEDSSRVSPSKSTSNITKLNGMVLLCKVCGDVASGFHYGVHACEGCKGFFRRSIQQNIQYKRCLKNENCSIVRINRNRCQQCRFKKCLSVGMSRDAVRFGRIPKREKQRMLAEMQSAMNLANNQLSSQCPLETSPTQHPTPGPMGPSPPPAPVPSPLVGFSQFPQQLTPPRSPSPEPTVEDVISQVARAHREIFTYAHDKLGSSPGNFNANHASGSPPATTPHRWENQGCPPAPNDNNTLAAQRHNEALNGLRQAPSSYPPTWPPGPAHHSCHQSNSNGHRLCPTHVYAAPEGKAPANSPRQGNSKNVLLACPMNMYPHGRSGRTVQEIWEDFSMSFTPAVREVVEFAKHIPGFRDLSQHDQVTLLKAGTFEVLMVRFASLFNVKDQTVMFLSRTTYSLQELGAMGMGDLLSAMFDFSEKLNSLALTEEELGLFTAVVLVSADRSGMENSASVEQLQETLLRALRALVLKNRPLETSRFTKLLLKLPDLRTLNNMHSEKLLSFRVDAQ
# FXN GAA850 act: activators of GAA850 frataxin (FXN) promoter; hit rate 0.56% among 360,000; HEK293 lucGAA850 FXN promoter luciferase reporter, 24 h; percent of 10 µM SAHA response; activation, % at 6 µM; AID 540364;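 active means activation above the average of all compounds screened plus 3 SD, cutoff fixed separately per campaign, cut at about 7.5% in these data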;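 further: 0% = DMSO wells and 100% = 10 µM SAHA wells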
# DAX1 inh-1: inhibitors of human orphan nuclear receptor DAX1 (NR0B1) | P51843 | HEK293 Gal4-DAX1 luciferase reporter, luminescence | inhibition, % at 6.75 µM | hit rate 0.99% among 340,000 | AID 504766;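 active means inhibition above the mean over all tested compounds plus 3 SD, cut at about 4.2% in these data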;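 further: 0% = DAX1-transfected cells with DMSO and 100% = empty-vector control cells with DMSO; inhibition shows as a rise in luminescence from relieved DAX1 repression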
# Target sequence (P51843 207-470 limits assumed): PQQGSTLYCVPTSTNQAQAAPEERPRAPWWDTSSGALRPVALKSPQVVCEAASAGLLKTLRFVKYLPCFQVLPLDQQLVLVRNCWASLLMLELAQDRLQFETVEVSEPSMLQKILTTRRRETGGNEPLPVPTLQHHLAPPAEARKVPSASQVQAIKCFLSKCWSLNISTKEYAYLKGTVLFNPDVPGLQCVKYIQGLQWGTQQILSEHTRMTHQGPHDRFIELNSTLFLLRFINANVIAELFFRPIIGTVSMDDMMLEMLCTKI
# DAX1 inh-2: DAX1 (NR0B1) inhibition, primary screen | HEK293T StAR-luciferase reporter, SF-1/DAX-1 repression relief | AID 652010 | hit rate 1.1% among 370,000 | inhibition, % at 6.8 µM;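 active means inhibition above the mean over all tested compounds plus 3 SD, cut at about 3.6% in these data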;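 further: 0% = DAX-1 cells with DMSO and 100% = cells lacking DAX-1 with DMSO; higher inhibition means more luminescence from relief of DAX-1 repression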
# ssDAF-12 act: activates DAF-12 receptor from parasite S. stercoralis; HEK293 ssDAF-12/GRIP1 lit1-tk-luc reporter, luminescence; % of 3 µM dafachronic acid response; activation, % at 6.8 µM; hit rate 1% among 370,000; AID 652126;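 active means activation above the mean over all tested compounds plus 3 SD, cut at about 0.9% in these data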;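 further: 0% = DMSO-only wells and 100% = 3 µM delta7-dafachronic acid wells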
# SMARCA2 act: increases SMARCA2 function in MMTV reporter cells | MG213 cells, MMTV-luciferase reporter, dexamethasone, overnight | activation, % at 9.1 µM | hit rate 1% among 370,000 | AID 652017; in the data active means activation above about 7.8%;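 further: 0% = vehicle wells and 100% = reference activator wells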
# PLCb3 inh: blocks human PLC-beta3 enzyme activity. Q01970. Purified PLC-beta3, fluorogenic substrate, fluorescence. inhibition, % at 12.2 µM. hit rate 0.18% among 370,000. AID 720704; in the data active means inhibition above about 11%;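 further: 0% = median of compound wells on plate and 100% = full blocker control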
# hcDAF12 agonist: activators of H. contortus DAF-12 nuclear receptor; hit rate 1.4% among 370,000; activation, % at 6.8 µM; HEK293 hcDAF-12 lit1-tk-luc reporter, luminescence; 0% DMSO, 100% Δ7-dafachronic acid;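 active means activation above the mean of all tested compounds plus 3 SD, cut at about 5.5% in these data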;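 further: 100% = response to 3 µM Δ7-dafachronic acid high control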
# sPLA2-III inh: Blocks human group III sPLA2 activity; inhibition, % at 12.2 µM; QFRET BODIPY PC-A2 liposome hydrolysis, fluorescence; hit rate 0.56% among 370,000; Q9NZ20;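 active means inhibition above mean plus 3 SD of compounds lying within the high and low control bounds, cut at about 19% in these data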;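 further: 0% = median of test compound wells and 100% = no enzyme DMSO wells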
# hgDAF-12 ag: agonists of H. glycines DAF-12 nuclear receptor. HEK293 GAL4-hgDAF12 UAS-luciferase reporter, agonist luminescence; normalized to butyrate control. activation, % at 6.8 µM. hit rate 1.8% among 370,000;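 active means activation above a cutoff set at the mean of all screened compounds plus 3 SD, cut at about 10% in these data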;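 further: 0% = DMSO wells and 100% = sodium butyrate wells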
# * = called active by the depositor; · = no result given. No enrichment for hits (roughly 7% active in at least one column).
SMILES,PG9 binder,Rev-erbA mod,FXN GAA850 act,DAX1 inh-1,DAX1 inh-2,ssDAF-12 act,SMARCA2 act,PLCb3 inh,hcDAF12 agonist,sPLA2-III inh,hgDAF-12 ag
COc1cccc(NC(=O)C2(C)CCN2Cc2ccc(-c3ccccc3)o2)c1 (stereo unspecified),-1.4,0,1.9,·,0.0,-1.1,0,-3,0.3,-25,-1.9
O=C(COC(=O)c1ccccc1F)NNC(=O)c1ccccc1,-1.0,2,-1.8,3.0,1.4,-0.9,-4,-7,-1.1,1,2.2
COc1cc(OC)c(C(=O)OCC(=O)c2ccc3c(c2)NC(=O)CO3)cc1OC,0.8,-4,1.1,-0.3,-0.3,-0.6,-1,-5,-1.0,-8,0.4
CCOC(=O)CNC(=O)c1cn(CC)c(=O)c2cc(OC)c(OC)cc12,0.5,7,0.1,-0.1,-0.5,-0.7,7,-3,-0.5,13,-1.2
CC(=O)N1CCN(S(=O)(=O)c2c(F)cc(F)c(Cl)c2F)CC1,-0.1,-1,3.4,0.4,-0.2,-1.1,-2,-6,-0.6,-3,-3.0
COc1ccc(OCC(=O)NNC(=O)C(=O)N2CCCC2)cc1,0.5,2,1.6,-0.5,0.5,-1.3,2,2,-0.3,-1,0.2
Cc1cc(C)n2nc(SC(C)C(=O)Nc3ccccc3F)nc2n1 (stereo unspecified),0.7,1,0.6,1.4,-1.6,-1.0,-3,0,-1.8,2,-0.3
Cc1ccc2c(c1)CC1(CN2C)C(=O)OC(C)(C)OC1=O,-3.1,0,0.2,0.0,-0.5,-1.3,-3,-27,0.3,1,0.0
O=C(COc1nc2ccccc2nc1N1CCOCC1)N1CCc2ccccc21,-2.3,97*,1.9,0.4,-0.2,-0.6,0,4,-2.0,0,-0.2
Cc1ccc(S/C=C\C(=O)c2ccccc2)cc1,-1.2,4,-2.2,0.9,0.1,-1.4,8,3,1.6,-5,0.7
Cc1nc2ccccc2n1CCOc1ccc([N+](=O)[O-])cc1,-3.0,-5,1.7,0.2,-0.2,-0.7,0,2,-0.6,-7,2.0
COc1ccc(N(CC(=O)Nc2cccc(N(C)S(C)(=O)=O)c2)S(=O)(=O)c2ccccc2)cc1Cl,2.2,0,-5.1,-1.8,-0.4,-1.4,-5,2,-1.9,-45,1.5
Cc1ccc2c(c1)N(CCC(=O)NC(C)C)C(=O)CO2,1.8,-4,-0.8,2.5,-0.2,-1.2,1,1,-2.2,5,-1.1
COc1ccc(-c2nc(C(N)=O)c3[nH]c(=O)n(-c4ccccc4OC)c3n2)c(OC)c1,1.6,-5,0.6,0.6,0.9,-1.1,-1,-38,-3.4,0,-2.6
CN(C)S(=O)(=O)c1ccccc1N=C=S,0.4,7,1.8,-1.1,0.7,0.2,-4,-3,-1.1,8,0.6
O=C(CCN1C(=O)c2ccc([N+](=O)[O-])cc2C1=O)Nc1cccc(O)c1,-2.5,0,-0.8,0.1,-0.3,-1.6,-1,1,1.6,-1,-1.8
COc1ccc(NC2CS(=O)(=O)CC2NCc2ccco2)cc1 (stereo unspecified),-1.5,-2,0.8,0.3,0.2,-0.8,-9,-2,0.2,3,-0.2
Cc1cccc(N2CCN(C(=S)Nc3ccc4nc(N5CCN(C)CC5)cc(C)c4c3)CC2C)c1 (stereo unspecified),-0.3,1,-0.4,0.2,-0.5,-0.7,2,-173,-2.0,-12,0.0
CS(=O)(=O)c1cc(N2CCOCC2)ccc1CNC[C@H]1O[C@@H](n2cnc3c(=O)[nH]c(N)nc32)[C@H](O)[C@@H]1O,-1.8,-7,·,·,-1.1,-0.8,1,-24,-1.2,4,3.1
Cc1ccc(N2CC(C(=O)NCc3ccccn3)CC2=O)cc1 (stereo unspecified),0.9,-1,0.8,0.4,0.4,-0.8,1,3,-0.4,2,2.0
COC(=O)Cn1cnc2ccccc2c1=O,-3.0,3,0.4,2.2,-0.6,-1.1,1,3,-1.2,2,1.5
Cc1cc(CNC[C@H]2O[C@@H](n3cnc4c(N)ncnc43)[C@H](O)[C@@H]2O)no1,0.2,2,2.1,1.1,-0.4,-1.8,-3,2,-0.1,5,0.1
O=c1[nH]c2cccc(Cl)c2n(CCNc2ncc(C(F)(F)F)cc2Cl)c1=O,-0.9,2,-0.1,-1.1,-2.0,-1.8,-1,2,-3.5,-12,-4.8
N#Cc1ncn(-c2ccc(Oc3ccccc3)cc2)c1N,1.5,4,2.0,-2.9,-0.1,-1.9,3,-5,-0.6,1,-4.1
CCOc1ccccc1NC(=O)c1ccc2nccnc2c1,-2.0,0,-1.2,0.4,-0.2,-1.3,-1,-2,-0.1,3,-2.1

# Exported bar-delimited: two of the compounds above.
molecule | PG9 binder | Rev-erbA mod | FXN GAA850 act | DAX1 inh-1 | DAX1 inh-2 | ssDAF-12 act | SMARCA2 act | PLCb3 inh | hcDAF12 agonist | sPLA2-III inh | hgDAF-12 ag
CC(=O)N1CCN(S(=O)(=O)c2c(F)cc(F)c(Cl)c2F)CC1 | -0.1 | -1 | 3.4 | 0.4 | -0.2 | -1.1 | -2 | -6 | -0.6 | -3 | -3.0
COc1ccc(OCC(=O)NNC(=O)C(=O)N2CCCC2)cc1 | 0.5 | 2 | 1.6 | -0.5 | 0.5 | -1.3 | 2 | 2 | -0.3 | -1 | 0.2

# (more compounds)
SMILES,PG9 binder,Rev-erbA mod,FXN GAA850 act,DAX1 inh-1,DAX1 inh-2,ssDAF-12 act,SMARCA2 act,PLCb3 inh,hcDAF12 agonist,sPLA2-III inh,hgDAF-12 ag
CC(=O)N1CCN(S(=O)(=O)c2cccc(C(=O)NNC(=O)Cn3nc(C)cc3C)c2)CC1,0.4,-1,-2.6,1.0,-0.3,-1.3,1,-3,-0.7,-1,2.3
CCOC(=O)c1ccccc1NC(=O)c1ccccc1NS(C)(=O)=O,-2.6,-2,-0.8,0.0,-0.9,-0.9,1,-232,-1.1,5,2.9
Cc1cccc2cc(CN(Cc3ccco3)C(=O)c3ccco3)c(=O)[nH]c12,-2.4,-3,0.0,-0.8,-0.4,-0.7,-5,-12,0.6,14,-0.5
Cc1ccc(C(=O)N/C(=C/c2cccs2)C(=O)NCc2ccco2)cc1,1.7,-4,1.4,-1.4,-0.4,-2.0,-1,1,-0.3,-6,-1.4
O=C(NCc1ccco1)C12CN(Cc3ccccc3)CC1C(c1ccc([N+](=O)[O-])cc1)=NO2 (stereo unspecified),0.0,2,-0.2,0.3,-0.8,-1.5,0,0,0.4,-13,0.8
CCOC(=O)N1CCC(NC(=O)c2oc3c(F)cccc3c2C)CC1,-0.1,3,2.8,0.0,3.4,-0.6,-1,-7,1.9,-1,1.5
Cc1csc(=O)n1CC(=O)OCc1nnc(-c2ccc(Cl)cc2)o1,-0.1,5,0.6,0.2,-1.7,-1.1,-1,-10,-0.8,6,2.6
CCCCNc1cc(=O)oc2ccccc12,0.6,-1,2.4,-1.4,-1.0,-1.0,-2,0,-2.0,-1,1.0
COc1cccc(OCc2cc(C(=O)N3CCN(c4ccccc4OC)CC3)no2)c1,0.5,-5,2.6,1.0,2.4,-0.6,4,-6,1.5,-3,6.1
Cc1cc(C(=O)CSc2nnc(-c3ccco3)o2)c(C)n1-c1ccc2c(c1)OCCO2,-0.3,4,1.9,-2.2,-0.3,-1.7,-2,-17,-0.9,-10,-1.1
COc1cc(OC)c(OC)cc1/C=N/Nc1ncnc2c1[nH]c1ccccc12,-1.1,4,7.9*,-0.4,0.0,-1.2,-2,-48,4.8,-3,1.2
CCOc1ccc(N2CC(C(=O)Nc3ccc(F)cc3F)CC2=O)cc1 (stereo unspecified),-2.2,-8,-1.4,-1.9,0.7,-1.1,-3,2,-1.8,-4,-1.2
COc1ccc(NC(=O)Nc2ccc3c(c2)C(=O)N([C@H](C)CO)C[C@H](C)[C@H](CN(C)Cc2ccc(C(=O)O)cc2)OCCCC[C@@H](C)O3)cc1,-1.0,-1,0.9,1.7,0.7,-0.7,1,-2,0.6,-19,0.4
Cc1cc(=O)[nH]c2ccc(S(=O)(=O)Nc3ccc(O)cc3)cc12,-2.6,-5,2.4,-0.3,-0.2,-1.1,1,-4,-0.2,-11,0.1
CC(OC(=O)c1ccc(NS(=O)(=O)c2ccc3[nH]c(=O)[nH]c3c2)cc1)C(=O)Nc1ccc(Cl)cc1 (stereo unspecified),1.7,4,1.4,0.3,0.9,-1.1,-3,2,1.3,-39,-2.0
O=C(c1ccc2nc[nH]c2c1)N1CCc2ccccc2C1,0.0,6,5.7,2.0,-0.3,-1.9,-2,-9,-0.7,-3,1.2
CCCCN=Cc1c(C)[nH]n(-c2ccccc2)c1=S,1.6,1,0.8,3.1,0.2,-0.3,1,-5,0.5,18,1.4
CCOc1ccc(C(=O)OC2CCN(C)CC2)cc1,-0.1,4,2.4,0.9,-0.5,-0.4,1,2,0.1,-4,3.1
O=C(OC(C(=O)NCc1cccs1)c1ccccc1F)c1ccco1 (stereo unspecified),0.1,·,0.2,-0.5,-0.7,-0.5,-1,1,0.1,0,0.4
COc1ccc(C(=O)C2CCCN(Cc3ccc4nonc4c3)C2)c(OC)c1 (stereo unspecified),0.7,2,1.0,-0.6,-0.5,-2.4,-4,-7,-1.2,-3,0.8
Cc1cc2c(SCC(=O)Nc3cccc(O)c3)ncnc2s1,0.5,-20,2.0,0.0,1.2,1.4*,-2,-42,6.4*,-3,2.4
COc1ccc(CCNC(=O)[C@H](C)NC(=O)[C@@H]2CSC3c4ccccc4C(=O)N32)cc1 (stereo partly specified),1.1,-2,-0.3,0.1,0.1,-1.3,-2,-6,-2.1,-3,-0.7
Cc1cc(C(=O)NCCCOC(C)C)c2ccccc2n1,1.0,2,-1.7,0.5,-0.2,-1.3,-3,1,-1.5,-1,0.4
Cc1c(C)c2ccc(OCC(=O)N3CCC[C@@H]3C(=O)O)c(C)c2oc1=O,2.4,9,-0.7,0.5,0.2,-1.7,-2,-55,-0.5,8,-0.2
COc1ccc(Cn2nnnc2C(c2ccccc2Cl)N2CCC(C(N)=O)CC2)cc1 (stereo unspecified),-1.8,-2,-1.7,-1.3,0.0,-1.4,5,1,-0.6,-1,-0.7

# Just Rev-erbA mod and PLCb3 inh (seven entries from above):
SMILES | Rev-erbA mod | PLCb3 inh
Cc1ccc2c(c1)CC1(CN2C)C(=O)OC(C)(C)OC1=O | 0 | -27
O=C(COc1nc2ccccc2nc1N1CCOCC1)N1CCc2ccccc21 | 97* | 4
Cc1ccc(S/C=C\C(=O)c2ccccc2)cc1 | 4 | 3
Cc1nc2ccccc2n1CCOc1ccc([N+](=O)[O-])cc1 | -5 | 2
COc1ccc(N(CC(=O)Nc2cccc(N(C)S(C)(=O)=O)c2)S(=O)(=O)c2ccccc2)cc1Cl | 0 | 2
Cc1ccc2c(c1)N(CCC(=O)NC(C)C)C(=O)CO2 | -4 | 1
COc1ccc(-c2nc(C(N)=O)c3[nH]c(=O)n(-c4ccccc4OC)c3n2)c(OC)c1 | -5 | -38
